Source: PubChem BioAssay
telomere uncapping = survival after telomere uncapping, modulators, primary screen, cell-based (AID 1259312) | HCT116 + Ad-hTR-mut, survival, MTT, 5 d; stronger effect = higher value | fold change at 10 µM | 4,500 compounds, 4.5% hits;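 active = cell survival measured by absorbance rises more than 2.5-fold over infected cells without compound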;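 note: virus expresses mutant telomerase RNA that uncaps telomeres and kills cells; compound added 2 days after infection so exposure lasts 3 days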
Active calls of the source: *. These rows are one share of the data. The share of hits here may be higher or lower than overall.

Start of the data: the first 2 entries (preview)
SMILES	telomere uncapping
C1=NC(Cc2cccc3ccccc23)NC1 (stereo unspecified)	4.23*
O=C(O)c1cn(C2CC2)c2cc(Cl)c(F)cc2c1=O	1.12

Main list (from the top)
SMILES	telomere uncapping
C1=NC(Cc2cccc3ccccc23)NC1 (stereo unspecified)	4.23*
O=C(O)c1cn(C2CC2)c2cc(Cl)c(F)cc2c1=O	1.12
C[C@H]1[C@H](C)CC[C@]2(C(=O)O)CC[C@]3(C)C(=CCC4[C@@]5(C)C[C@@H](O)[C@H](O)[C@@](C)(CO)[C@@H]5CC[C@]43C)[C@H]12 (stereo partly specified)	1.23
N=C(N=C(N)N)N1CCOCC1	1.24
